Source: PubChem (National Center for Advancing Translational Sciences (NCATS))
Tau ThT inhib = inhibitors of human tau fibril formation, thioflavin T binding. 270,000 tested, 2.1% active. Potency, µM (series often up to 57.4 µM), for inactives: at the top dose activity, negative = inhibition, most hits filed as inhibitors. recombinant tau K18 P301L, heparin-induced fibrillization, ThT fluorescence. AID 1460; also: nearly all actives have a fitted effect of over 55% in size
Target sequence (P10636 561-689 P618L limits assumed): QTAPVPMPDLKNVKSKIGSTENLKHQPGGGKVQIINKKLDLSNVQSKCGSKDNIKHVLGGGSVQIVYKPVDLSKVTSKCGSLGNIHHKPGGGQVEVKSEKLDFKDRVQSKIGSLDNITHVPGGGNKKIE
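Heparin-induced fibrillization of the P301L-mutant K18 repeat-domain fragment of human tau was followed by ThT binding in quantitative high-throughput format.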
Tau fibril FP = blocks human tau fibril formation measured by polarization; K18 P301L tau heparin fibrillization, Alexa594 FP, 6 h; Potency, µM (doses to about 57.7 µM), for the others: at the top dose activity, negative = inhibition, usual class: inhibitors; 280,000 tested, 0.39% active; AID 1468; also: nearly all actives have a fitted effect of over 55% in size
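Human K18 P301L fragment (15 uM unlabeled plus 0.24 uM Alexa 594-labeled) in 100 mM sodium acetate pH 7 with compound, aggregation induced by 20 uM heparin for 6 hr at 37 C. ThT (30 uM) added for 1 hr, then Alexa 594 FP read.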
Tau fluor counter = counter-screen for tau fibril formation inhibitors; tau K18 P301L (four-repeat tau fragment) Alexa594 fluorescence, heparin fibrillization; Potency, µM (series often up to 57.7 µM), without a hit: at the highest dose activity change, negative = decrease; 280,000 tested, 0.93% active; also: nearly all actives have a fitted effect of over 55% in size
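Human K18 P301L tau (15 uM unlabeled plus 0.24 uM Alexa 594-labeled, final) in 100 mM sodium acetate pH 7 was mixed with compound and 20 uM heparin and incubated 6 hr at 37 C.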
TRb SRC2 PPI = disrupts binding of human TR beta to SRC2. P10828. TRbeta-SRC2 peptide binding, fluorescence polarization; receptor liganded with 1 µM T3. Potency, µM (top dose mostly 106 µM), for inactives: at the highest dose activity change, negative = inhibition, most hits filed as inhibitors. 280,000 tested, 0.065% active. AID 1469;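 also: plate controls were bound peptide for no effect and peptide without receptor for full effect; nearly all actives have a fitted effect of over 50% in size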
Target sequence (P10828 whole entry, looked up): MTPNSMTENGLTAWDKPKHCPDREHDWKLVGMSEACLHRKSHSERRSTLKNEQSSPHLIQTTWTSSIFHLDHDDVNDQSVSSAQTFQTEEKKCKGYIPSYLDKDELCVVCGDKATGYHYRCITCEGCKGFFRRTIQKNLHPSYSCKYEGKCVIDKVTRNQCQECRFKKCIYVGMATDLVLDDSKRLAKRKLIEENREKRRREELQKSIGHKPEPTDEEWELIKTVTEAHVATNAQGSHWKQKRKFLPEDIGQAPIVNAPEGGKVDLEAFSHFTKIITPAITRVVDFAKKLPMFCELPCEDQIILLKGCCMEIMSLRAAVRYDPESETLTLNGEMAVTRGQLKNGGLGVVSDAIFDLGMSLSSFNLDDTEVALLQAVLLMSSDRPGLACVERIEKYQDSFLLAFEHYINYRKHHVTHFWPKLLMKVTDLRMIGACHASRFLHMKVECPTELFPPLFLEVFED
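Polarization signal, normalized between peptide-alone and full complex controls, measured compound effects on T3-liganded human TRb LBD (0.6 uM) binding 20 nM Texas Red SRC2 peptide after 5 hr.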
L3MBTL1 block = inhibitors of human L3MBTL1; AlphaScreen L3MBTL1–H3K9me1 peptide binding; Q9Y468; 230,000 tested, 0.66% active; Potency, µM (highest dose often 57.1 µM), without a hit: at the highest dose activity, negative = inhibition, hits mostly inhibitors; also: nearly all actives have a fitted effect of over 60% in size
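AlphaScreen assay: L3MBTL1 (50 nM final) was preincubated 30 min at room temperature with biotinylated H3(1-15)K9me1 peptide (75 nM final), then 30 min with library compounds; streptavidin donor and nickel chelate acceptor beads (10 ug/mL final) added, 30 min dark.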
TR SRC2 fluor cs = Texas Red fluorescence interference in TRb-SRC2 counter-screen; TRb/SRC2 Texas Red total fluorescence interference; Potency, µM (titrated, usually from 106 µM), for the others: at the top dose fluorescence change, negative = quenching; 280,000 tested, 0.29% active; AID 1479; active = well fitted curve in either direction with a large enough effect; inconclusive = small, poorly fitted or top-dose-only effect
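Human TRb ligand-binding domain at 0.6 uM with 20 nM Texas Red SRC2 peptide in Tris buffer containing 1 uM T3 and 5% DMSO, incubated with compound 5 h at ambient temperature. Total fluorescence (555/632 nm) calculated as parallel + 2 × perpendicular.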
ALDH1A1 inh = inhibitors of human aldehyde dehydrogenase 1A1; P00352; Purified ALDH1A1, NADH fluorescence, propionaldehyde substrate; Potency, µM (top dose mostly 75.3 µM), inactives show at the highest dose activity, negative = inhibition, most hits filed as inhibitors; 220,000 tested, 7.3% active; AID 1030; active = well fitted inhibition curve with a large enough effect, not every such curve was filed as active; inconclusive = small, poorly fitted or top-dose-only effect, or another doubt; inactive = no such curve, though single readings can be large or run the other way;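 also: plate controls were no enzyme wells and a reference inhibitor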
aGal spleen mod = inhibits or activates alpha-galactosidase in human spleen homogenate; P06280; human spleen homogenate, 4MU-alpha-Gal fluorescence, 40 min; Potency, µM (top dose mostly 80 µM), inactives show at the highest dose activity change, negative = inhibition, usual class: inhibitors; 240,000 tested, 0.008% active; AID 2107;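 also: 0% = enzyme with vehicle and -100% = no enzyme basal signal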
Target sequence (P06280 32-429 limits assumed): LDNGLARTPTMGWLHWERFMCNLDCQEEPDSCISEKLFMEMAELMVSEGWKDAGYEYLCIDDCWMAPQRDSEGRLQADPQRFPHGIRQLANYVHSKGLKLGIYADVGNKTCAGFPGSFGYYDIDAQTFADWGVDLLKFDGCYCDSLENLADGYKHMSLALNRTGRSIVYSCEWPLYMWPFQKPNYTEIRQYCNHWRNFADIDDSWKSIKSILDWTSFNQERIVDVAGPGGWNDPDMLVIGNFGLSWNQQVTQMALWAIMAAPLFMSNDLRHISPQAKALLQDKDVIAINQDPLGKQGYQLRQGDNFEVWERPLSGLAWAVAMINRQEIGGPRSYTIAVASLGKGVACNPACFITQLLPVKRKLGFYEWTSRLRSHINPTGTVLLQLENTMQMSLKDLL
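Spleen homogenate 1 ug + cpd (titration) + 4-MU-alpha-D-galactopyranoside 1 mM; 37C 40 min; 50 mM citrate/phosphate pH 5.0, 0.01% Tween-20; stop pH 10; fluorescence 365/440; AC50 via Hill.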
* = called active by the depositor; [ ] = remark or other dose. Unless noted, calls follow the shape of the dose curve; as a rule, active = well fitted curve in the direction sought with a large enough effect; inconclusive = small, poorly fitted or top-dose-only effect, or another doubt; inactive = no such curve, though single readings can be large; an effect the other way counts as inactive or inconclusive. Unless noted, % is scaled to controls: 0 for no effect and ±100 for the full control effect; potency is read from the fitted curve at half-maximal effect.

What do the screens show for `COc1ccc2c(c1)c1ccccc1n2C`?
Tau ThT inhib: inconclusive; Tau fibril FP: -2.1%; Tau fluor counter: -27.2%; TRb SRC2 PPI: 12.6%; L3MBTL1 block: 58.4%[activator]; TR SRC2 fluor cs: -6.6%; ALDH1A1 inh: inconclusive; aGal spleen mod: 5.9%

What do the screens show for `COCCn1c(SCC(=O)Nc2cccc(C)c2C)nc2c(oc3ccccc32)c1=O`?
Tau ThT inhib: inconclusive; Tau fibril FP: -3.1%; Tau fluor counter: -17.5%; TRb SRC2 PPI: -9.1%; TR SRC2 fluor cs: 3.0%

Results for COc1ccc(-c2cc(-c3ccc(OC)cc3)nc(-c3ccc4c(c3)NC(=O)CO4)c2)cc1 ?
Tau ThT inhib: -2.8%; Tau fibril FP: inconclusive; Tau fluor counter: -27.5%; TRb SRC2 PPI: 3.0%; TR SRC2 fluor cs: 1.1%; ALDH1A1 inh: inconclusive; aGal spleen mod: -1.8%

What do the screens show for `Cc1cc(NC(=O)c2ccc(N3C(=O)CCC3=O)cc2)no1`?
Tau ThT inhib: 4.3%; Tau fibril FP: 1.1%; Tau fluor counter: 4.5%; TRb SRC2 PPI: 3.6%; L3MBTL1 block: 5.6%; TR SRC2 fluor cs: 0.4%; ALDH1A1 inh: 3.8%; aGal spleen mod: 2.1%

How did Cc1cc([N+](=O)[O-])nn1CC(=O)NCc1cccs1 do in these assays?
Tau ThT inhib: 6.1%; Tau fibril FP: 8.8%; Tau fluor counter: 3.3%; TRb SRC2 PPI: -1.1%; L3MBTL1 block: 4.2%; TR SRC2 fluor cs: -1.1%; ALDH1A1 inh: -4.1%; aGal spleen mod: -1.4%

What do the screens show for `CN(C)c1ccc(/C=C/c2nnnn2-c2ccccc2)cc1`?
Tau ThT inhib: -13.9%; Tau fibril FP: 11.8%; Tau fluor counter: -26.4%; TRb SRC2 PPI: 0.7%; L3MBTL1 block: -1.5%; TR SRC2 fluor cs: -3.0%; ALDH1A1 inh: inconclusive; aGal spleen mod: 0.0%

Results for Cn1c(N)c(C(=O)CSc2nc3ccccc3n2-c2ccccc2)c(=O)n(C)c1=O ?
Tau ThT inhib: 0.4%; Tau fibril FP: -0.2%; Tau fluor counter: -10.5%; TRb SRC2 PPI: -2.7%; L3MBTL1 block: 8.4%; TR SRC2 fluor cs: -0.4%; ALDH1A1 inh: 4.0%; aGal spleen mod: -7.7%

Results for COC(=O)c1ccc(C(NC(=O)OCc2ccccc2)/C(C)=C/[C@@H](C)C(=O)NCc2nc3ccccc3s2)cc1 (stereo partly specified) ?
Tau ThT inhib: -16.7%; Tau fibril FP: 2.1%; Tau fluor counter: -18.4%; TRb SRC2 PPI: 3.1%; TR SRC2 fluor cs: -5.2%; ALDH1A1 inh: -9.9%; aGal spleen mod: 6.2%

How did CC(C)CNC(=O)Nc1ccc(F)c(Cl)c1 do in these assays?
Tau ThT inhib: 3.2%; Tau fibril FP: -11.6%; Tau fluor counter: -4.6%; TRb SRC2 PPI: -0.2%; L3MBTL1 block: 11.0%; TR SRC2 fluor cs: -2.8%; ALDH1A1 inh: 1.9%; aGal spleen mod: 4.4%

Results for COc1cc(OC)c(NC(=O)c2nnn(Cc3ccc(C)cc3)c2N)cc1Cl ?
Tau ThT inhib: -14.9%; Tau fibril FP: inconclusive; Tau fluor counter: inconclusive; TRb SRC2 PPI: 12.3%; TR SRC2 fluor cs: -9.6%

What do the screens show for `Nc1ncc(S(=O)(=O)NCc2ccccc2)cn1`?
Tau ThT inhib: -1.1%; Tau fibril FP: -1.7%; Tau fluor counter: -3.2%; TRb SRC2 PPI: 0.9%; TR SRC2 fluor cs: -19.3%

What do the screens show for `O=C(O)c1ccc2c(c1)ncn2-c1ccc(F)c(F)c1`?
Tau ThT inhib: -9.3%; Tau fibril FP: -10.4%; Tau fluor counter: -15.9%; TRb SRC2 PPI: -3.7%; TR SRC2 fluor cs: inconclusive

Results for Cc1cc(N2CCCCC2)nc2ccc(NC(=O)c3ccc(Br)o3)cc12 ?
Tau ThT inhib: 8.91µM*; Tau fibril FP: inconclusive; Tau fluor counter: 25.1µM*[quencher]; TRb SRC2 PPI: -3.3%; TR SRC2 fluor cs: -4.8%; ALDH1A1 inh: inconclusive; aGal spleen mod: 7.2%

What do the screens show for `CC(Sc1nnc(COc2ccc3ccccc3c2)n1C)C(=O)O` (stereo unspecified)?
Tau ThT inhib: -11.8%; Tau fibril FP: 4.7%; Tau fluor counter: 1.4%; TRb SRC2 PPI: 4.8%; L3MBTL1 block: -3.4%; TR SRC2 fluor cs: -0.6%; ALDH1A1 inh: 1.8%; aGal spleen mod: 2.9%

Results for CC(C)N(C(=O)CSc1nc2ccc(Cl)cc2[nH]1)c1ccccc1 ?
Tau ThT inhib: 5.7%; Tau fibril FP: -14.1%; Tau fluor counter: -23.1%; TRb SRC2 PPI: -1.0%; TR SRC2 fluor cs: -0.3%

How did COCCNC(=O)c1cnn2c1NC(c1ccco1)CC2C(F)(F)F (stereo unspecified) do in these assays?
Tau ThT inhib: -10.2%; Tau fibril FP: 4.7%; Tau fluor counter: -2.6%; TRb SRC2 PPI: 5.9%; L3MBTL1 block: 2.7%; TR SRC2 fluor cs: 0.0%; ALDH1A1 inh: inconclusive; aGal spleen mod: -4.0%

Results for COc1ccc(N2C(=O)CC(Nc3ccc(C)cc3)C2=O)cc1 (stereo unspecified) ?
Tau ThT inhib: -14.3%; Tau fibril FP: 5.7%; Tau fluor counter: -6.2%; TRb SRC2 PPI: -12.7%; TR SRC2 fluor cs: -1.5%; ALDH1A1 inh: -2.7%; aGal spleen mod: 1.7%

How did O=C(O)c1ccc(CNCc2c(Cl)cccc2Cl)cc1 do in these assays?
Tau ThT inhib: 4.9%; Tau fibril FP: 1.5%; Tau fluor counter: 12.4%; TRb SRC2 PPI: -4.7%; L3MBTL1 block: -0.2%; TR SRC2 fluor cs: -2.2%; ALDH1A1 inh: -1.8%; aGal spleen mod: 9.5%

How did CC(C)=CCCC1(C)C=Cc2c(c(C)cc3c2[nH]c2cc(O)ccc23)O1 (stereo unspecified) do in these assays?
Tau ThT inhib: 28.2µM*; Tau fibril FP: inconclusive; Tau fluor counter: 5.01µM*[quencher]; TRb SRC2 PPI: -1.8%; TR SRC2 fluor cs: -1.8%; aGal spleen mod: 9.2%

What do the screens show for `Cc1nnc(SCc2ccccc2Cl)n1CC1CCCO1` (stereo unspecified)?
Tau ThT inhib: 2.6%; Tau fibril FP: -8.0%; Tau fluor counter: 3.8%; TRb SRC2 PPI: -1.3%; L3MBTL1 block: 21.1%; TR SRC2 fluor cs: -0.8%; ALDH1A1 inh: 0.6%; aGal spleen mod: 10.3%

Results for O=C(CN1CCC(Cc2ccccc2)CC1)N1CCc2ccccc2C1 ?
Tau ThT inhib: -0.5%; Tau fibril FP: -6.3%; Tau fluor counter: -4.2%; TRb SRC2 PPI: -3.6%; L3MBTL1 block: -3.7%; TR SRC2 fluor cs: -8.7%; ALDH1A1 inh: 1.9%; aGal spleen mod: -2.8%

How did O=C(CSc1nc2c([nH]c3ccccc32)c(=O)n1-c1cccc(Cl)c1)NCC1CCCO1 (stereo unspecified) do in these assays?
Tau ThT inhib: -0.8%; Tau fibril FP: -14.2%; Tau fluor counter: -8.2%; TRb SRC2 PPI: 8.7%; TR SRC2 fluor cs: 4.4%

How did CCOC(=O)N1CCN(C(=O)CSc2nnc(-c3cccc(Cl)c3)o2)CC1 do in these assays?
Tau ThT inhib: -14.7%; Tau fibril FP: 1.1%; Tau fluor counter: 0.2%; TRb SRC2 PPI: -9.1%; L3MBTL1 block: 4.1%; TR SRC2 fluor cs: -1.2%; ALDH1A1 inh: -3.3%; aGal spleen mod: -6.2%

What do the screens show for `CCOCCn1c(SCc2ccc(F)cc2)nc2c1c(=O)[nH]c(=O)n2C`?
Tau ThT inhib: -4.7%; Tau fibril FP: -8.7%; Tau fluor counter: -12.1%; TRb SRC2 PPI: -5.0%; TR SRC2 fluor cs: 1.1%; ALDH1A1 inh: -1.6%; aGal spleen mod: 1.3%

How did Cc1cc(NC(=O)C(C)Oc2ccc(Cl)cc2Cl)n(-c2ccccc2)n1 (stereo unspecified) do in these assays?
Tau ThT inhib: -26.8%; Tau fibril FP: inconclusive; Tau fluor counter: -22.7%; TRb SRC2 PPI: 3.6%; TR SRC2 fluor cs: 2.1%; ALDH1A1 inh: 0.1%; aGal spleen mod: 9.1%

How did Cc1ccc(C(=O)CCC(=O)N2CCN(C(=O)c3ccco3)CC2)cc1 do in these assays?
Tau ThT inhib: -13.2%; Tau fibril FP: -2.1%; Tau fluor counter: -3.9%; TRb SRC2 PPI: -4.9%; L3MBTL1 block: 12.7%; TR SRC2 fluor cs: -3.9%; ALDH1A1 inh: 22.4µM*; aGal spleen mod: -7.4%

What do the screens show for `O=C(Cn1cc(SCc2cccc(F)c2)c2ccccc21)N1CCOCC1`?
Tau ThT inhib: inconclusive; Tau fibril FP: -2.2%; Tau fluor counter: inconclusive; TRb SRC2 PPI: 7.4%; TR SRC2 fluor cs: -1.8%

Results for Cc1cc(C)n2nc(SCC(=O)NC(=O)NCc3ccco3)nc2n1 ?
Tau ThT inhib: -15.9%; Tau fibril FP: -6.0%; Tau fluor counter: -6.8%; TRb SRC2 PPI: -9.7%; TR SRC2 fluor cs: -0.2%; ALDH1A1 inh: -7.8%; aGal spleen mod: -1.8%

Results for Cc1nc2nc(SCC(=O)c3ccc([N+](=O)[O-])cc3)[nH]c2cc1Br ?
Tau ThT inhib: inconclusive; Tau fibril FP: 1.5%; Tau fluor counter: -28.5%; TRb SRC2 PPI: 0.4%; L3MBTL1 block: 8.1%; TR SRC2 fluor cs: -2.3%; ALDH1A1 inh: inconclusive; aGal spleen mod: 2.5%
